Avidin fluor: avidin bead compound fluorescence profile; Avidin beads, compound fluorescence 488/530 nm, flow cytometry; hits give high values; fluorescence (KMESF) at 10 µM; hit rate 0.38% among 220,000; AID 1775; in the data active = fluorescence above about 47; note: inactives centre near 10
Pf gametocyte: P. falciparum stage V gametocyte viability inhibition. inhibition, % at 10.9 µM. hit rate 0.065% among 150,000. P. falciparum stage V gametocytes, ATP luminescence, 24 h;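 active = inhibition above the mean plus 3 SD of compounds within the control limits, set per campaign, cut at about 38% in these data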;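 note: 0% = DMSO wells and 100% = medium only without gametocytes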
* marks the source's active call; other numbers are inactive results.

SMILES | Avidin fluor | Pf gametocyte
CCCc1ccc(C(=O)[C@@H]2[C@@H](C(C)=O)N3c4ccc(F)cc4C=C[C@@H]3[C@@]23C(=O)Nc2ccccc23)cc1 | 7 | -1
O=C(c1ccccc1F)N1CCN(c2ccc([N+](=O)[O-])c(NCc3cccnc3)c2)CC1 | 5 | 22
CSc1ccc(C(=O)NCC(=O)O)cc1[N+](=O)[O-] | 3 | 6
CC(C)CCNc1nc2ccccc2nc1NS(=O)(=O)c1cccs1 | 5 | -7
CCOC(=O)c1ccc(-c2ccc(/C=N/NC(=O)c3cncc(Br)c3)o2)cc1 | 8 | 2
CC(=O)N1N=C2c3ccccc3CCC2C1c1ccc(F)cc1 (stereo not drawn) | 4 | -18
CC(C)N(Cc1cc2ccccc2[nH]c1=O)C(=O)c1cccc([N+](=O)[O-])c1 | 3 | 10
Cc1cc(C(=O)NCc2cc(F)cc3c2OCOC3)nn1C | 17 | -10
O=C(NCCCn1ccnc1)/C(=C/c1cccnc1)NC(=O)c1ccco1 | 18 | 17
Cc1cc(N)n(-c2ccccn2)n1 | 5 | -17
CCNC(=S)Nc1sc2c(c1C#N)CCC(C)C2 (stereo not drawn) | 7 | -20
CCn1c(SCC(=O)Nc2cccc(C)c2)nc2nc3c(cc2c1=O)COC(C)(C)C3 | 7 | -19
CCCC(O)(CCN1CCOCC1)c1ccc(Cl)cc1 (stereo not drawn) | 8 | -6
COc1ccc(C2c3c(-c4ccccc4)n[nH]c3C(=O)N2c2ccc(C(=O)O)cc2)cc1 (stereo not drawn) | 8 | 11
Cc1ccc(NC2SC(=O)N(Cc3cccc(C(=O)O)c3)C2=O)c(C)c1 (stereo not drawn) | 6 | -27
CC1CCC(C(C)C)C(OCC(O)CNC(C)C)C1 (stereo not drawn) | 6 | 12
N#Cc1c(-c2cccc(Cl)c2)[nH]c(=S)[nH]c1=O | 2 | -4
CC1=NN(C(=O)Cc2ccc([N+](=O)[O-])cc2)C(O)(C(F)(F)C(F)(F)F)C1 (stereo not drawn) | 10 | -15
Cc1ccc2cc(CN(C(=O)c3ccco3)c3cccc(C)c3C)c(=O)[nH]c2c1 | 3 | 1
CCOC(=O)/C(=N/Nc1ccc(OC)cc1)N1CCCc2ccccc21 | 3 | -11
Cc1c(/C(O)=C2/C(=O)C(=O)N(CCN(C)C)C2c2ccc(C(C)C)cc2)cnn1-c1ccccc1 (stereo not drawn) | 8 | 4
Cc1nc(C(=O)NCC(=O)c2ccc(Cl)cc2)c(C(F)(F)F)o1 | 7 | -7
Cc1nc(CS(=O)(=O)c2ccccn2)sc1C(=O)NNC(=O)c1ccc(Cl)cc1 | 6 | 7
C/C(=N\O)c1ccc(Cl)cc1Cl | 16 | 7
Cc1cc(C)c2c(=O)n(CC(=O)NC3CCCC3)sc2n1 | 3 | 1
Cc1c(CCC(=O)O)c(=O)oc2c(C)c(OCc3cc4c(cc3Cl)OCO4)ccc12 | 2 | -1
COc1ccc2[nH]c3c(=O)n(CCN4CCOCC4)cnc3c2c1 | 7 | 10
O=C(COc1ccccc1F)NC12CC3CC(CC(C3)C1)C2 | 9 | -5
Cc1cc(C(=O)CSc2nc(N)cc(=O)[nH]2)c(C)n1Cc1ccco1 | 7 | 0
CC(C)(C)C(=O)N1CCN(c2ncccc2C(F)(F)F)CC1 | 6 | -12
COc1ccc(CCN(/C=C2\Sc3ccccc3C2=O)C(C)=O)cc1OC | 6 | -21
CC(C)CCn1c(=O)[nH]c2ccccc21 | 8 | 9
CCn1cc(C(=O)O)c(=O)c2cnc(N3CCN(C(=S)NC(=O)c4ccccc4)CC3)nc21 | 4 | 1
O=C(CN1CCCC1)OCCCC1CCCCC1 | 7 | 14
COCCNc1ncnc2c1[nH]c1ccccc12 | 38 | 11
CCC1(C)Cc2c(sc3nc(SC)[nH]c(=O)c23)CO1 (stereo not drawn) | 3 | -2
CC(/C=N\NC(=O)Cn1cncn1)=C/c1ccc(C(C)C)cc1 | 9 | -7
Cc1ccccc1-c1noc(-c2ccccc2C(=O)NCc2ccco2)n1 | 22 | 0
Cn1c(=O)c(Sc2ccccc2)c(O)c2ccccc21 | 3 | -11
O=C(CCN1C(=O)/C(=C\c2ccccc2)SC1=S)NNC(=O)c1ccncc1 | 4 | 0
CCN(CC(=O)NC(C)C)Cc1nc2c(Br)cc(Br)cc2c(=O)[nH]1 | 2 | 9
CCCCn1c(=N)n(CC(=O)c2ccc(Br)s2)c2ccccc21 | 7 | 12
Cc1cc(=O)oc2cc(OCCSCCN3CCCC3)ccc12 | 2 | 6
CN(C(=O)CSc1nnc(C(F)(F)F)n1N)C1CCS(=O)(=O)C1 (stereo not drawn) | 8 | -2
COc1ccc(OCC(O)CNC(=O)Nc2ccc(C(C)(C)C)cc2)cc1 (stereo not drawn) | 6 | 9
O=C(CSc1nc2c(cnn2-c2ccccc2)c(=O)[nH]1)N1CCCCC1 | 5 | -6
c1ccc2c(c1)OCc1cn[nH]c1-2 | 8 | -11
Cc1nnsc1C(=O)N1CCN(c2ccc(F)cc2)CC1 | 7 | 0
FC(F)Oc1ccc(-n2cc(-c3ccccc3)[n+]3c2CCCCC3)cc1 | 10 | -1
COC(=O)c1ccc(Cn2nc([N+](=O)[O-])c(Br)c2C)cc1 | 7 | 8
CCC(C(=O)O)N1C(=O)C2CCCCC2C1=O (stereo not drawn) | 9 | -9
O=c1[nH]cc(N(CCO)CCO)c(=O)[nH]1 | 8 | 18
O=C1CSC(c2cccnc2)N1Cc1ccc(Cl)cc1Cl (stereo not drawn) | 6 | -20
Cc1ccc(C(=O)C2CCN(S(=O)(=O)c3c(C)noc3C)CC2)cc1 | 7 | -1
O=C(O)/C(=C\c1ccccc1)c1ccccc1 | 9 | -15
Cc1cc(C)c2ccc(Cl)cc2n1 | 7 | 13
CS(=O)(=O)Nc1cccc(S(=O)(=O)N2CCN(C(=O)c3ccccc3)CC2)c1 | 11 | 19
COCCCNC(=S)N/N=C/c1ccc(O)cc1O | 8 | 13
CN1C(=O)C(CC(=O)Nc2ccc(F)cc2)N(Cc2cccs2)C1=S (stereo not drawn) | 2 | -1
CC1=CC2=NC(=O)/C(=C/c3coc4ccc(Cl)cc4c3=O)C(=N)N2O1 | 4 | 11
Next compounds follow.
SMILES | Avidin fluor | Pf gametocyte
CC(O)c1nc2ccc(C(=O)O)cc2[nH]1 (stereo not drawn) | 6 | -29
NC(=S)Nc1ccc(C(F)(F)F)cc1Cl | 3 | 0
O=C(CCn1c(=O)c2ccccc2n(Cc2ccccc2)c1=O)NC1CCN(Cc2ccccc2)CC1 | 7 | -18
COc1ccccc1NC(=O)Nc1nnc(CC(=O)Nc2cccc(C)c2)s1 | 9 | 17
CCn1cc(C(=O)O)c(=O)c2cc(F)c(N3CCN(C(=S)NC(=O)c4cccc(F)c4)CC3)cc21 | 7 | -7
N/C(=N\N=C\c1ccc(Br)o1)c1nonc1N | 6 | 6
Cc1ccc(S(=O)(=O)NNC(=S)Nc2cccc(F)c2)cc1 | 3 | -18
CSC1=N/C(=C/c2cccnc2)C(=O)N1Cc1ccccc1 | -2 | -11
COC(=O)c1cc2cc(Cl)ccc2nc1SC | 6 | 18
Cc1oc(-c2ccccc2Cl)nc1CSc1nc2c(c(=O)[nH]1)CCCC2 | 11 | -5
CC(C)(C)c1ccc(-c2nc(N)nc(N)n2)cc1 | 6 | -10
CN(C)NC(=O)c1ccsc1NC(=O)c1ccc(S(=O)(=O)N2CCCC2)cc1 | 8 | -16
COC(=O)Cc1nnc(Nc2cccc(C)c2)c2ccccc12 | 6 | 11
CN1C(=CC=C2C=C(I)C(=O)C(I)=C2)C(C)(C)c2ccccc21 | 20 | 2
C/C(=N\N1CCN(Cc2ccccc2Cl)CC1)c1ccc([N+](=O)[O-])cc1 | 8 | 8
O=C1NC(=Nc2ccccc2)CS1 | 7 | 10
Cc1cc(NS(=O)(=O)c2ccc(NC(=O)CCSc3ccc(F)cc3)cc2)nc(C)n1 | 3 | 22
CC1Cc2ccccc2N1CC(=O)Nc1ccc(S(N)(=O)=O)cc1 (stereo not drawn) | 6 | 31
COc1cccc(NC(=O)CSc2ncc(S(=O)(=O)c3ccccc3)c(=O)[nH]2)c1 | 8 | -9
COc1ccccc1N(C)S(=O)(=O)c1ccc(C(=O)OCC(=O)NCc2cccs2)cc1 | 12 | -12
Cc1cccc(CNc2ccc(C(CC(N)=O)NC(=O)c3ccccc3)cc2[N+](=O)[O-])c1 (stereo not drawn) | 7 | 3
COc1ccc(Oc2cccc(Cl)c2CNC(=O)CCCC(=O)O)cc1 | 7 | 4
O=C(O)CCCN1C(=O)C(=O)/C(=C(/O)c2ccc(Cl)cc2)C1c1ccccc1 (stereo not drawn) | 5 | -6
COc1cc(/C=N/NC(=O)CC2C(=O)NN=C2C)ccc1O (stereo not drawn) | 5 | -8

Single records (already shown):
COc1cccc(NC(=O)CSc2ncc(S(=O)(=O)c3ccccc3)c(=O)[nH]2)c1 is entered as Avidin fluor: 8; Pf gametocyte: -9
CN1C(=CC=C2C=C(I)C(=O)C(I)=C2)C(C)(C)c2ccccc21 is entered as Avidin fluor: 20; Pf gametocyte: 2
O=C(O)CCCN1C(=O)C(=O)/C(=C(/O)c2ccc(Cl)cc2)C1c1ccccc1 (stereo not drawn) is entered as Avidin fluor: 5; Pf gametocyte: -6

Next part:
SMILES | Avidin fluor | Pf gametocyte
CCC1=NN2C(=N)/C(=C/c3cc(C)n(-c4ccccc4)c3C)C(=O)N=C2S1 | 6 | 21
Cn1cc(/C=N/NC(N)=S)c2ccccc21 | 4 | -12
Cc1nc(COc2cccc(Cl)c2)sc1C(=O)/C=C/N(C)C | 7 | 6
CC(C)(C)C(=O)Nc1ccc(NC(=O)C(C)(C)C)cc1 | 9 | -3
CCOC(=O)C(CCCCC(NC(C)=O)(C(=O)OCC)C(=O)OCC)(NC(C)=O)C(=O)OCC | 5 | 1
O=C1CC(N2CCSCC2)C(=O)N1c1ccc(Br)cc1 (stereo not drawn) | 5 | 7
COC(=O)CCCC1=CC2=CC(=O)C(C)(OC(=O)c3cccs3)C(=O)C2=CN1CC(C)C (stereo not drawn) | 10 | 5
FC(F)(F)c1cccc(NC(=S)Nc2cccc(NC(=S)Nc3cccc(C(F)(F)F)c3)n2)c1 | 3 | -10
COc1ccc(/C=N/NC(=O)CCn2nc(C)cc2C)cc1O | 7 | -3
OC1CCN(Cc2cccc3ccccc23)CC1 | 10 | 1
O=C(CC1CCCCC1)NCc1nc(-c2ccccc2)no1 | 8 | 1
CC(=O)Nc1ccc(S(=O)(=O)Nc2ccc3c(c2)OCCO3)cc1Cl | 10 | 15

An excerpt from above in order of length of the SMILES, ascending:
SMILES | Avidin fluor | Pf gametocyte
O=C(CC1CCCCC1)NCc1nc(-c2ccccc2)no1 | 8 | 1
O=C1CC(N2CCSCC2)C(=O)N1c1ccc(Br)cc1 (stereo not drawn) | 5 | 7
CC(C)(C)C(=O)Nc1ccc(NC(=O)C(C)(C)C)cc1 | 9 | -3

The list continues.
SMILES | Avidin fluor | Pf gametocyte
CC(/C=N/n1c(-c2cc(C)[nH]n2)n[nH]c1=S)=C\c1ccco1 | 4 | -13
N=C(N)SCP(=O)(c1ccccc1)c1ccccc1 | 6 | 7
COc1ccc2c(c1OC)C(=O)OC2Nc1ccc(S(=O)(=O)N=C(N)N)cc1 (stereo not drawn) | 5 | -2
O=C(N=Nc1c(O)[nH]c2ccc([N+](=O)[O-])cc12)c1ccccc1[N+](=O)[O-] | 4 | 7
CCOC(=O)c1cnn(-c2ccc(NS(=O)(=O)c3ccc(Cl)cc3)cc2)c1C(F)(F)F | 7 | 0
CCCc1cc(=O)[nH]c(SCC(=O)Nc2ncc(S(=O)(=O)c3ccc([N+](=O)[O-])cc3)s2)n1 | 9 | 3
COc1ccc(OC)c(/C=C/C(=O)NCCc2nc3ccccc3[nH]2)c1 | 8 | 13
COc1ccc(/C=N/Nc2ccccc2C(=O)O)cc1Cn1cc([N+](=O)[O-])cn1 | 6 | -20
O=C1CCN(S(=O)(=O)c2ccccc2)CCN1CCOCc1ccc(Cl)cc1 | 19 | -22
Cc1ccc(-c2cc(C(=O)Nc3ccc(S(=O)(=O)N4CC(C)OC(C)C4)cc3)[nH]n2)c(O)c1 (stereo not drawn) | 8 | -18
Cc1onc(-c2ccccc2)c1NC(=O)N(Cc1ccccc1)C(C)C | 9 | 21
COc1ccc(CCN2C(=O)CSC2=Nc2ccc(C(C)C)cc2)cc1OC | 9 | 11
Cn1nc(C(F)(F)F)c(-c2ccccc2)c1N | 6 | -9
CCc1ccccc1Cn1c(=O)oc2cccnc21 | 4 | 13
NNC(=O)c1[nH]c2ccc(Br)cc2c1-c1ccccc1 | 3 | 0
Cc1nn2c(N3CCN(CCO)CC3)c3c(nc2c1-c1ccccc1)CCCC3 | 9 | 3
COc1ccc(/C=N/Nc2ccccn2)cc1OC | 7 | 3
Cc1nc(-c2ccccc2)[nH]c(=O)c1Oc1ccc(Cl)cc1Cl | 3 | -2

Some of the entries above, reformatted:
molecule: Cc1nn2c(N3CCN(CCO)CC3)c3c(nc2c1-c1ccccc1)CCCC3
  Avidin fluor: 9
  Pf gametocyte: 3

molecule: NNC(=O)c1[nH]c2ccc(Br)cc2c1-c1ccccc1
  Avidin fluor: 3
  Pf gametocyte: 0

molecule: CCc1ccccc1Cn1c(=O)oc2cccnc21
  Avidin fluor: 4
  Pf gametocyte: 13

molecule: COc1ccc(/C=N/Nc2ccccn2)cc1OC
  Avidin fluor: 7
  Pf gametocyte: 3

Part of the list above, with values under each structure:
Results follow in this order: Avidin fluor | Pf gametocyte
- Cc1cc(C(=O)NCc2cc(F)cc3c2OCOC3)nn1C
    17 | -10
- Cc1nn2c(N3CCN(CCO)CC3)c3c(nc2c1-c1ccccc1)CCCC3
    9 | 3

Bioassay records (PubChem BioAssay)

The list is partial (hit frequency here may not be typical).
